Casp6 inh = inhibitors of human caspase-6. purified caspase-6, Z-VEID-R110 cleavage fluorescence. inhibition, % at 12.5 µM. 350,000 compounds, 0.53% hits;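 active means mean inhibition across replicates at least about 35%, with every replicate also reaching that limit, limit read from the data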;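 further: 0% = median of neutral control wells and 100% = no fluorescence left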
ERp5 inh = inhibitors of human ERp5; AID 651711; 350,000 compounds, 0.05% hits; inhibition, % at 9.99 µM; ERp5 insulin aggregation, absorbance 650 nm, 90 min; Q15084;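 active means mean replicate inhibition above about 25%, with every replicate also reaching it, limit read from the data, passing the limit was not always enough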
Target sequence (Q15084 whole entry, looked up): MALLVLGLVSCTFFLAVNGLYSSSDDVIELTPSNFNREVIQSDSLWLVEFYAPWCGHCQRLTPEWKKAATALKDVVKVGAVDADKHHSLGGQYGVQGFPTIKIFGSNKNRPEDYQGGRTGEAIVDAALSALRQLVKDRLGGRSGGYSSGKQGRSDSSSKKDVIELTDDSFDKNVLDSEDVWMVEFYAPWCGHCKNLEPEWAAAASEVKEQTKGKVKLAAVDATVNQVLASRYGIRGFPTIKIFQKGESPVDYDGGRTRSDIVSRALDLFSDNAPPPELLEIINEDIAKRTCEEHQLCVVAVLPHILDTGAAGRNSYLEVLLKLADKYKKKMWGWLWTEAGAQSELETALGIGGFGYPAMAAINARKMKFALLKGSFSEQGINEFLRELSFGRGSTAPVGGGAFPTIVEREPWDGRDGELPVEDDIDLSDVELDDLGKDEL
RAD54 branch = RAD54 (human) branch migration inhibition; inhibition, % at 10.4 µM; 360,000 compounds, 0.14% hits; RAD54 Holliday junction branch migration, FAM/BHQ fluorescence;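 active means mean normalized replicate activity at least 40 and at least half of replicates scoring 40 or more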;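 further: 0% = median of neutral control wells and 100% = median of positive control wells; inhibitors cause a drop in the FAM fluorescence signal; in these data hits start at about 50%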
esBAF inh = inhibitors of esBAF chromatin remodeling in mouse ES cells. Bmi1-luciferase knock-in reporter, 24 h; 100% = twice the neutral-well signal. reporter increase, % at 12.5 µM. 350,000 compounds, 2% hits; in the data active means activation above about 40%;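 further: 0% = median of the plate's neutral control wells and 100% = double that signal; a rise in the Bmi1 reporter signal indicates esBAF inhibition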
PglD inh = blocks C. jejuni PglD acetyltransferase activity. purified PglD enzyme, DTNB colorimetric CoA detection. 360,000 compounds, 0.098% hits. inhibition, % at 12.5 µM; in the data active means inhibition above about 16%, passing the limit was not always enough; further: strong numbers were not always called active
RAD52 anneal inh = inhibitors of human RAD52 DNA annealing. P43351. recombinant RAD52 DNA annealing, FRET fluorescence. inhibition, % at 18.7 µM. 360,000 compounds, 0.46% hits. AID 651710;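 active means every replicate showing at least 50% inhibition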
Target sequence (P43351 whole entry, looked up): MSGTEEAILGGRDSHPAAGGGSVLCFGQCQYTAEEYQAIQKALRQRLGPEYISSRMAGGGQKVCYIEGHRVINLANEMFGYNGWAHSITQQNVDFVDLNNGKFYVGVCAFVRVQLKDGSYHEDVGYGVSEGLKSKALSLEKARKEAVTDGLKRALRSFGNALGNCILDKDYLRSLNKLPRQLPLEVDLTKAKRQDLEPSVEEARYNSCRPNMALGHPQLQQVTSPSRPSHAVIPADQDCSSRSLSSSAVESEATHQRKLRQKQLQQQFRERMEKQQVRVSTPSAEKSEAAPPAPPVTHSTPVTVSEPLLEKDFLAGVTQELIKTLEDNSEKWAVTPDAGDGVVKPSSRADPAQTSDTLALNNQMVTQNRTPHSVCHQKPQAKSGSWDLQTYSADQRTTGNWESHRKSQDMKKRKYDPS
E-sel inducer = E-selectin induction on HUVECs | activation, % at 7.58 µM | P16581 | AID 686992 | HUVEC E-selectin immunofluorescence imaging; normalized: neutral wells 0, TNF-alpha wells 100 | 260,000 compounds, 0.37% hits;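 active means mean E-selectin-positive cell signal at least 10% of the positive control, reached in at least 60% of replicates, without over 20% cell loss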;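 further: in these data hits start at about 27%; measured in HUVEC primary endothelial cells; signal is the percent of cells scored E-selectin positive by PE staining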
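System: HUVEC, human umbilical vein endothelial cells; quantity: 3,000 cells/well; buffer or medium: EGM-2 medium, gelatin-coated wells; dosing: single-point compound dose; detection: immunofluorescence imaging; evaluation: % PE-positive cells; benchmarks: TNF-alpha, DMSO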
ARNT-TACC3 inh = disruptors of human ARNT/TACC3 interaction; inhibition, % at 9.99 µM; Q9Y6A5; AlphaScreen His-ARNT PAS-B/GST-TACC3 binding, luminescence; TACC3 fragment carries E629A point mutation; 390,000 compounds, 0.66% hits;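 active means mean inhibition of replicates at least 50% and at least half of replicates each reaching 50%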;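 further: 0% = complete ARNT plus TACC3 wells and 100% = ARNT alone without TACC3; many hits fall short of the cut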
Numbers without * were called inactive; . = not tested or not shown.

| SMILES | Casp6 inh | ERp5 inh | RAD54 branch | esBAF inh | PglD inh | RAD52 anneal inh | E-sel inducer | ARNT-TACC3 inh |
| --- | --- | --- | --- | --- | --- | --- | --- | --- |
| COc1ccc(CN(C)C[C@H]2OCCCC[C@@H](C)Oc3ccc(NC(=O)Nc4ccc(OC)cc4)cc3C(=O)N([C@@H](C)CO)C[C@H]2C)cc1 | -1 | -4 | 8 | -3 | -1 | 49 | 0.4 | 13 |
| CC(C)C(=O)Nc1nnc(SCC(=O)NC2CCCC2)s1 | -3 | -3 | 0 | -1 | -1 | -16 | . | -1 |
| Cc1ccc2c(cnn2C(=O)CCCC(=O)NCc2ccc(F)cc2)c1 | -2 | -12 | -1 | 14 | -3 | -16 | 0.5 | -3 |
| C[C@H]1CN([C@@H](C)CO)C(=O)c2cccc(NC(=O)Nc3ccc4c(c3)OCO4)c2O[C@H]1CN(C)Cc1ccc(Oc2ccccc2)cc1 | 1 | 4 | -14 | 2 | 12 | 6 | 0.1 | 18 |
| CN(CCCNC(=O)C1CCN(S(=O)(=O)N2CCC3(CC2)OCCO3)CC1)Cc1ccccc1 | . | . | 5 | -3 | -4 | . | . | 0 |
| Cc1cnc(=O)[nH]c1SCc1ccccc1F | -2 | 1 | 0 | -4 | 4 | 0 | . | -2 |
| C[C@@H]1CN([C@H](C)CO)S(=O)(=O)c2ccc(-c3cccnc3)cc2O[C@@H]1CN(C)C(=O)C1CCCCC1 | 4 | 2 | -2 | -6 | 9 | -10 | 0.8 | 8 |
| CCCC(=O)N1CCC2(CC1)CN(C(=O)CC1CC1)[C@@H](CO)c1c2c2ccc(OC)cc2n1C | -1 | -4 | . | . | . | 5 | 1.0 | . |
| CCCCn1c(N)c(N(CCOC)C(=O)c2ccc(F)c(S(=O)(=O)N3CCOCC3)c2)c(=O)[nH]c1=O | 1 | -8 | 4 | -5 | 4 | -8 | -0.3 | 0 |
| Cc1ccc(C)c(NC(=O)c2ccccc2C(=O)c2ccccc2)c1 | 1 | 3 | 2 | . | 6 | 3 | . | . |
| C[C@H]1CCCCO[C@H](CN(C)C(=O)c2ccccc2)[C@@H](C)CN([C@@H](C)CO)C(=O)c2cc(NC(=O)Nc3ccccc3)ccc2O1 | 3 | -3 | 6 | -2 | 9 | 11 | . | 1 |
| C[C@H](NC(=O)c1ccco1)C(=O)OCC(=O)N1CC(=O)Nc2ccccc21 | 5 | 5 | -2 | 3 | 5 | -11 | 0.1 | -1 |
| C[C@H]1CN([C@@H](C)CO)C(=O)c2cccc(NC(=O)Nc3ccc(F)cc3)c2O[C@H]1CN(C)C | 1 | 1 | 10 | -2 | 1 | -7 | 0.0 | 8 |
| O=C(NCCCn1ccnc1)c1c(F)cccc1F | -20 | 0 | 3 | . | -7 | -4 | -0.1 | -3 |
| CC(C)N(C(=O)[C@H]1CC(CC(=O)NCc2ccco2)C(=O)N2CCc3c([nH]c4ccccc34)[C@]12C)C(C)C (stereo not given in full) | 2 | 3 | -12 | -5 | -5 | -4 | 2.7 | 2 |
| O=C(N[C@H]1CC[C@@H](CCNS(=O)(=O)c2ccc(F)cc2)O[C@H]1CO)c1cccnc1 | 4 | 2 | . | -5 | . | 7 | -2.0 | . |
| Cc1ccc(C(=O)OCC(=O)N2CCCCCC2)c(O)c1 | -3 | 2 | -6 | 40 | -3 | -1 | 1.5 | . |
| C[C@H](CO)N1C[C@H](C)[C@H](CN(C)S(=O)(=O)c2cn(C)cn2)Oc2ccc(NC(=O)NC3CCCCC3)cc2CC1=O | 3 | 4 | 4 | -3 | 2 | 11 | 5.2 | -21 |
| Cc1cc(NS(=O)(=O)c2ccc(NC(=S)NC(=O)c3ccc(F)cc3Cl)cc2)no1 | 6 | 0 | . | . | . | -13 | . | -3 |
| Cc1ccc(O)c(CNc2nccs2)c1 | 0 | 2 | 0 | -3 | 3 | -13 | -0.3 | . |
| Cc1cccc(N(CC(=O)Nc2ccc(CC#N)cc2)S(C)(=O)=O)c1 | 2 | 1 | 6 | . | 7 | -4 | . | . |
| CCC(C)NS(=O)(=O)c1ccc(OCC(=O)Nc2ccc3c(c2)OCCO3)cc1 (stereo not given) | . | . | -10 | -2 | 5 | . | . | -1 |
| Cn1c(CN2CCCCC2)nc2cc(NC(=O)c3cccc(Br)c3)ccc21 | . | . | 5 | 28 | 2 | . | . | 10 |
| CCCCCNC(=O)C(c1cc2ccccc2o1)n1c(=O)c(-c2ccccc2)nc2ccccc21 (stereo not given) | -3 | -4 | . | . | . | -8 | -0.3 | . |
| C[C@H](CO)N1C[C@H](C)[C@@H](CN(C)C(=O)c2ccncc2)Oc2ncc(-c3ccncc3)cc2C1=O | 3 | 2 | 3 | 2 | -2 | 8 | -0.1 | -7 |
| CC1=CC(C)(C)Nc2ccc(C)cc21 | . | . | -19 | -3 | -3 | . | . | 1 |
| CC(C)(C)c1ccc(NC(=O)C2=CN3CCS(=O)(=O)N=C3C=C2)cc1 | 1 | -3 | -17 | -7 | 2 | -5 | -0.1 | 0 |
| Cc1ccccc1S(=O)(=O)NCC[C@H]1CC[C@H](NC(=O)C2CCC2)[C@@H](CO)O1 | 0 | -7 | -3 | -5 | -3 | -2 | -0.5 | -8 |
| CCOc1ccccc1N(CC)C(=O)c1nn(C)c2c1CSc1ccccc1-2 | 1 | -1 | -17 | 7 | 3 | -4 | . | 5 |
| Cc1noc(C)c1NC(=O)Nc1cccc2c1O[C@@H](CN(C)Cc1ccc(-c3ccccc3)cc1)[C@@H](C)CN([C@H](C)CO)C2=O | -1 | 2 | -20 | 0 | -2 | 2 | -0.4 | -1 |
| Cc1c(-c2ccccc2)c(=O)oc2cc(O)ccc12 | -9 | 1 | . | . | . | -21 | . | -7 |
| Cc1nccn1CCCN1C(=O)OC2(CCCCC2)C1(C)O (stereo not given) | . | . | -6 | -5 | -1 | . | . | -9 |
| Cc1ccc(S(=O)(=O)N(C)C[C@@H]2OCCCC[C@@H](C)Oc3ccc(NC(=O)NC4CCCCC4)cc3C(=O)N([C@@H](C)CO)C[C@H]2C)cc1 | 0 | -1 | -7 | 0 | 3 | -23 | -0.3 | 3 |
| CC(=O)Oc1ccc2nc(-c3ccco3)oc(=O)c2c1 | 2 | 6 | -5 | -5 | 1 | -19 | 0.2 | 4 |
| Cn1nnc(NC(=O)c2ccc([N+](=O)[O-])cc2Cl)n1 | -4 | 0 | -3 | 7 | 2 | -1 | . | -1 |
| COc1ccc(C(=O)N2CCN(c3ccc(NC(=O)c4cccs4)cc3)CC2)cc1 | -1 | -3 | -3 | . | -1 | -3 | -0.1 | . |

Next results:
Every second line gives: Casp6 inh | ERp5 inh | RAD54 branch | esBAF inh | PglD inh | RAD52 anneal inh | E-sel inducer | ARNT-TACC3 inh
CC(C)CNC(=S)N(CCCO)Cc1cc2cc3c(cc2[nH]c1=O)OCO3
 : -1 | 0 | 5 | -3 | 0 | 12 | -0.2 | 4
CCOc1cc(C(=O)OCC(=O)NC(C)c2ccccc2)ccc1OCC(=O)N1CCOCC1 (stereo not given)
 : 0 | 4 | . | -1 | . | 3 | . | -5
CCCN(CCC)CCCNC(=O)c1cc2cc3ccc(Cl)cc3nc2o1
 : -1 | -2 | 27 | -4 | -4 | -5 | 0.1 | 7
O=C(NCc1nc2ccccc2[nH]1)C1=C[C@H](c2ccc(C(F)(F)F)cc2)C[C@H](OCc2ccc(CO)cc2)O1
 : -3 | 7 | -13 | 3 | 8 | -7 | 0.1 | 19
COc1cccc(NC(=O)CCc2ccccc2)c1
 : -2 | 1 | 0 | 37 | 10 | 0 | 0.1 | -1
O=C(c1ccncc1)N1CC[C@@H]2[C@H]1c1cc(Br)ccc1N[C@@H]2CO
 : . | . | -5 | 5 | -1 | . | -0.1 | 33
COC(=O)[C@@]12CCCCN1[C@H](c1ccc(-c3cccc(Cl)c3)c(OC)c1)[C@H]1C(=O)N(C)C(=O)[C@H]12
 : 3 | 1 | -6 | 14 | -5 | -26 | -0.1 | -4
CC1(C(=O)NS(=O)(=O)c2ccc3c(c2)CCO3)CCN1C(=O)CCC1CCCC1 (stereo not given)
 : -1 | 6 | 8 | -5 | 1 | -1 | 1.7 | .
CSc1cccc(CN2CCCC(C(=O)Nc3cccc(-n4cccn4)c3)C2)c1 (stereo not given)
 : 6 | 1 | 17 | -6 | -4 | -47 | 0.3 | 37
Cc1ccc(C23CC4CC(CC(C(=O)N(C)C)(C4)C2)C3)cc1
 : 1 | 4 | -3 | 2 | 7 | -6 | . | -5
O=C(NCC1CC1)[C@H]1[C@H](CO)[C@H]2Cn3c(ccc(C4=CCCC4)c3=O)[C@@H]1N2CCC(F)(F)F
 : 0 | -2 | -1 | 1 | 3 | -17 | -0.2 | 0
CC(C)(C)CN1C(=O)C(=O)NC[C@@H]1CC1CCCCC1
 : -3 | -6 | . | . | . | -14 | -0.2 | .
O=C(/C(=C/c1ccccc1Cl)c1ccccc1)N1CCOCC1
 : . | . | 3 | . | -6 | . | -0.1 | 3
O=C(c1ccccc1)N(CCO)Cc1cc2cc3c(cc2[nH]c1=O)OCCO3
 : -4 | 4 | . | . | . | -9 | 1.6 | -6
CC1CCCC(NC(=O)CN2CCN(Cc3ccc(Cl)cc3)C2=O)C1C (stereo not given)
 : . | . | 0 | 2 | 0 | . | . | -7
O=C(COC(=O)c1ccc(F)cc1F)Nc1cc(S(=O)(=O)N2CCOCC2)ccc1Cl
 : 3 | 7 | . | . | . | -6 | -0.1 | -4
Cc1sc2ncnc(NCC3(N4CCOCC4)CCCCC3)c2c1C
 : . | . | -5 | -15 | 3 | . | . | -11

A second format for part of the listing above.
Structure: O=C(COC(=O)c1ccc(F)cc1F)Nc1cc(S(=O)(=O)N2CCOCC2)ccc1Cl
  Casp6 inh = 3	ERp5 inh = 7	RAD54 branch = .	esBAF inh = .	PglD inh = .	RAD52 anneal inh = -6	E-sel inducer = -0.1	ARNT-TACC3 inh = -4
Structure: Cc1sc2ncnc(NCC3(N4CCOCC4)CCCCC3)c2c1C
  Casp6 inh = .	ERp5 inh = .	RAD54 branch = -5	esBAF inh = -15	PglD inh = 3	RAD52 anneal inh = .	E-sel inducer = .	ARNT-TACC3 inh = -11

Of the compounds above, these have an NH in an aromatic ring.
Every second line gives: Casp6 inh | ERp5 inh | RAD54 branch | esBAF inh | PglD inh | RAD52 anneal inh | E-sel inducer | ARNT-TACC3 inh
Cc1cnc(=O)[nH]c1SCc1ccccc1F
 : -2 | 1 | 0 | -4 | 4 | 0 | . | -2
CCCCn1c(N)c(N(CCOC)C(=O)c2ccc(F)c(S(=O)(=O)N3CCOCC3)c2)c(=O)[nH]c1=O
 : 1 | -8 | 4 | -5 | 4 | -8 | -0.3 | 0
CC(C)N(C(=O)[C@H]1CC(CC(=O)NCc2ccco2)C(=O)N2CCc3c([nH]c4ccccc34)[C@]12C)C(C)C (stereo not given in full)
 : 2 | 3 | -12 | -5 | -5 | -4 | 2.7 | 2
CC(C)CNC(=S)N(CCCO)Cc1cc2cc3c(cc2[nH]c1=O)OCO3
 : -1 | 0 | 5 | -3 | 0 | 12 | -0.2 | 4
O=C(NCc1nc2ccccc2[nH]1)C1=C[C@H](c2ccc(C(F)(F)F)cc2)C[C@H](OCc2ccc(CO)cc2)O1
 : -3 | 7 | -13 | 3 | 8 | -7 | 0.1 | 19
O=C(c1ccccc1)N(CCO)Cc1cc2cc3c(cc2[nH]c1=O)OCCO3
 : -4 | 4 | . | . | . | -9 | 1.6 | -6

Assay outcomes deposited in PubChem by Broad Institute.
